# TcdB inh = TcdB glycohydrolase inhibitors, primary screen, biochemical, single point, plate reader; actives 0.24% (n = 350,000); AID 652162, 2013; TcdB glycohydrolase enzymatic assay; inhibition, % at 9.99 µM; in the data active = inhibition above about 10%
# PrPC surface inh = inhibitors of human cell surface prion protein PrPC, primary screen, cell-based, TR-FRET; TR-FRET read-out; inhibition, % at 13.8 µM; actives 0.43% (n = 370,000); AID 720596, 2013; in the data active = inhibition above about 24%; note: 0% = median of the test wells and 100% = reference compound wells
# 3CLpro inhibitor = SARS-CoV 3CLpro protease inhibitors, primary screen, biochemical, quenched FRET; Replicase polyprotein 1ab (Severe acute respiratory syndrome coronavirus), P0C6X7; recombinant SARS-CoV 3CLpro, quenched FRET peptide cleavage; inhibition, % at 6 µM; actives 0.14% (n = 290,000); in the data active = inhibition above about 12%
# Y pestis TopoI = Yersinia pestis topoisomerase I inhibitors, primary screen, biochemical, cleavage product accumulation, plate reader, single point; activity, % at 10 µM; Y. pestis Topo-I cleavage product accumulation; actives 0.064% (n = 360,000); AID 504884, 2011; DNA topoisomerase I (Yersinia pestis CO92); in the data active = activity above about 50%, passing the limit was not always enough; note: inactives centre near 2
# Vc quorum ag = inducers of Vibrio cholerae quorum light production without autoinducers, primary screen, BH1578 luxS cqsA deficient, single point. activation, % at 18.7 µM. actives 0.16% (n = 350,000). V. cholerae BH1578 lux reporter, luminescence, 6 h. AID 588436, 2011; in the data active = activation mostly above about 9.7%, no sharp cut-off; note: not every result past the cut was called active; inactives centre near 0; reference of the scale not given here
# CCHF vOTU inh = CCHFV vOTU protease inhibitors, primary screen, biochemical, Pep-AMC substrate, fluorescence; AID 651958, 2012; inhibition, % at 11.5 µM; actives 0.55% (n = 370,000); in the data active = inhibition above about 30%; note: 0% = vehicle wells with enzyme and 100% = no enzyme wells
# VHR inh abs = VHR1 phosphatase inhibitors, primary screen, biochemical, absorbance, uHTS. actives 0.52% (n = 290,000). inhibition, % at 13.3 µM. AID 1654, 2009. Dual specificity protein phosphatase 3 (Homo sapiens), P51452. recombinant VHR phosphatase, pNPP absorbance; in the data active = inhibition above about 50%; note: some compounds called inactive have numbers as strong as hits
# Target sequence (P51452 whole entry, looked up): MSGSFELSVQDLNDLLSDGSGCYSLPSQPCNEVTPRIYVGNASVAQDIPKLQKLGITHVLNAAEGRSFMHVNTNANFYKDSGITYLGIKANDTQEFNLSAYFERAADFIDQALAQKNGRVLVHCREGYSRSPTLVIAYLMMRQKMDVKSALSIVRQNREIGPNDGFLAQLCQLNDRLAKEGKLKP
# PriA SSB inh = inhibitors of Klebsiella pneumoniae PriA binding to SSB C-terminal tail, primary screen, biochemical, AlphaScreen | PriA–SSB C-terminal tail interaction (Klebsiella pneumoniae) | AlphaScreen SSBct-PriA binding, biotinylated peptide | inhibition, % at 33 µM | actives 0.6% (n = 430,000) | AID 1272365, 2023; in the data active = inhibition mostly above about 37%, no sharp cut-off; inactive = mostly below about 20%;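 note: plate controls were negative control peptide for no effect and reference peptide for full effect; strong numbers were not always called active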
# Rv3671c protease = Rv3671c serine protease inhibitors, primary screen, biochemical, fluorescence polarization, M. tuberculosis H37Rv | AID 2606, 2010 | inhibition, % at 5.96 µM | actives 0.048% (n = 320,000) | P9WHR9; in the data active = inhibition above about 38%;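 note: extracellular domain of Rv3671c used as enzyme; 0% = enzyme with DMSO and 100% = no enzyme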
# Target sequence (P9WHR9 whole entry, looked up, the tested form may be a part): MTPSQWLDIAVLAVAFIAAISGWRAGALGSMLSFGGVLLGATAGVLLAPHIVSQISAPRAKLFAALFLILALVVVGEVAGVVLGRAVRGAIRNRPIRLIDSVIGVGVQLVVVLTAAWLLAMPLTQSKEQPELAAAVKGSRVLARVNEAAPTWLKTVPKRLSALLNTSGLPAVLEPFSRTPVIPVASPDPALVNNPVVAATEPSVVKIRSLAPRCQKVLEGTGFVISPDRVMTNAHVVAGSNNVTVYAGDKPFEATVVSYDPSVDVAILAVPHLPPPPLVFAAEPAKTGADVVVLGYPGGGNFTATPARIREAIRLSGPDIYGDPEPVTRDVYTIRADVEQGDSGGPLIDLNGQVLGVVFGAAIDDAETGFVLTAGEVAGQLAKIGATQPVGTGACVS
# MazEF act = activators of E. coli MazEF toxin-antitoxin RNase, primary screen, biochemical, fluorescence, uHTS | FAM/BHQ RNA-DNA oligo cleavage fluorescence, 5 h | activation, % at 20 µM | actives 0.32% (n = 350,000) | AID 504720, 2011; in the data active = activation above about 50%
# Target sequence (P0AE70 whole entry, looked up): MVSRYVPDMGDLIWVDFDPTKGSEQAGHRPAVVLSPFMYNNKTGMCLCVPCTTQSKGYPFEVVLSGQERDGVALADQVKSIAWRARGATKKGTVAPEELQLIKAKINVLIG
# Starred values were filed as active, the others as inactive; i = inactive; . = no result given; & = joins results of further samples. Only part of the results is shown (hit frequency here may not be typical).
SMILES,TcdB inh,PrPC surface inh,3CLpro inhibitor,Y pestis TopoI,Vc quorum ag,CCHF vOTU inh,VHR inh abs,PriA SSB inh,Rv3671c protease,MazEF act
Cc1cc2ccccc2c(=O)n1CC(=O)N(C)c1ccc(F)cc1,.,5,-2,5,i,8,20,-14,1,4
CCOCCn1c(=NC(=O)CSCC(=O)Nc2cc(C)on2)sc2cc(OC)ccc21,1.8,0,-3,19,-0.2,18,5,-26&-2,2,1
Cc1nnc(NN2CCOCC2)[nH]c1=O,-0.5,7,-4,7,i,-1,11,2,-11,9
COc1cc2ncnc(NCCc3ccccc3)c2cc1OC,1.8,20,-3,-7,1.5,-14,-22,-11,3,7
O=C(CSc1nnc(-c2ccccc2)c(-c2ccccc2)n1)NC1CCS(=O)(=O)C1 (stereo unspecified),1.1,-12,7,5,-0.2,-8,28,-11,7,-8
COc1ccc(-n2nc3c(N4CCC(C(=O)NCc5ccccc5)CC4)nnc(C)c3c2C)cc1,-3.5,-1,0,24,-0.2,4,6,1,4,9
Cc1cccc(Cn2cnc3c(NS(C)(=O)=O)c(C)c(C)cc32)c1,.,3,-3,-4,-0.3,-5,-4,-21,6,-3
O=C(CN1C(=O)c2ccccc2S1(=O)=O)c1ccc(F)c(F)c1,2.3,5,-6,-6,-4.5,-1,6,-1,1,2
C[C@H]1CN([C@@H](C)CO)C(=O)c2cc(Br)cnc2O[C@H]1CN(C)C(=O)Cc1ccccn1,0.6&-0.3,-4,.,-3,-1.1,2,.,.,.,3
O=C(Nc1nnc(CC(c2ccccc2)c2ccccc2)s1)c1ccco1,.,40*,8,-2,-0.4,1,27,-7,-8,9
O=C(CN1CCCCCCC1)Nc1cccc(Cl)c1Cl,0.4,-1,2,17,-0.6,4,24,-47,0,1
COc1cc2nc(NC(=O)c3ccc(Cl)cc3)sc(=O)c2cc1OC,1.2,-5,0,-2,i,5,-35,9,-12,-72
CSc1nnc(NC(=O)c2ccc(C)c(S(=O)(=O)N3CCOCC3)c2)s1,.,1,3,-2,i,5,-8,-6,-5,-3
Cn1cc(C(=O)C(=O)N2CCOCC2)c2ccccc21,0.4,0,-1,-9,0.8,2,6,6,6,2
NC(=O)COC(=O)c1cccc(S(=O)(=O)N2CCCCC2)c1,1.0,-6,-3,3,i,0,18,18,0,5
C/C(N)=C(/C#N)C(=O)COC(=O)C1CCC(C(C)(C)C)CC1 (stereo unspecified),.,1,9,27,-1.5,17,18,-9,-5,0
O=C(NCCCN1CCOCC1)c1ccccc1N1C(=O)[C@@H]2Cc3c([nH]c4ccccc34)C(c3cccc(Cl)c3)N2C1=O (stereo partly specified),1.8,-9,3,8,0.4,-6,8,9,-1,6
Cc1n[nH]c(C)c1S(=O)(=O)N1CCCC(C(=O)Nc2ccc(Br)cc2)C1 (stereo unspecified),0.2,7,5,-1,i,8,11,-5,5,2
O=C(c1ccccc1Cc1ccccc1)N1CCN(S(=O)(=O)c2ccccc2Br)CC1,-2.0,4,.,27,5.6,7,.,5,1,6
COc1ccc(/C=C/C(=O)Nc2ccc(-n3nncc3-c3ccccc3)cc2)cc1OC,-0.1,3,1,-3,-0.5,-2,8,-10,-163,-11
Cc1ccc(NC(=O)c2ccc(C(=O)c3ccccc3)cc2)nc1,-0.5,12,.,10,-9.9,6,.,-21,-4,0
CCCCCCCCNS(=O)(=O)CCNCc1ccco1,-0.1,-2,.,31,-0.4,16,.,-10,.,7
c1cc2c(cc1C1=Nn3c(nnc3C3CCCCC3)SC1)OCO2,.,5,-4,27,-0.4,-1,-4,-19,2,0
CCOC(=O)C1=C(N)Oc2cc(O)ccc2C1c1ccc(C)cc1 (stereo unspecified),0.9,11,2,1,i,-2,22,4,-6,-11
CC(C)Oc1cccc(C(=O)NC(=S)Nc2ccc3c4c(cccc24)CC3)c1,.,0,2,9,-0.2,9,10,-5,-5,-17
COc1ccccc1CN(C)C(=O)CN1C(=O)c2ccccc2C1=O,0.4,-5,1,6,i,9,7,-2,-3,11
CN(C)C(=S)Nc1ccc([N+](=O)[O-])cc1,.,-4,-1,-4,-0.3,6,4,-5,4,5
Cc1cccc(C(=O)NN2S(=O)(=O)c3ccccc3S2(=O)=O)c1,1.3,-3,4,-10,-0.4,11,-8,-2,-7,-12
CC(C)c1nnc(SCC(=O)Nc2ccc3c(c2)OCO3)n1C,.,7,-2,-3,i,5,-9,1,-4,4
O=C(Cn1cnc2ccccc2c1=O)c1ccc2ccccc2c1,.,3,2,-1,-0.3,-18,14,-4,-7,28
CCOC(=O)c1cc2[nH]c3ccccc3c2[n+](-c2ccc([N+](=O)[O-])cc2)c1N,.,-62,-2,-10,-0.5,0,19,7,-10,11
COc1ccc(C(=O)N/C(=C\c2cn(C)c3ccccc23)C(=O)N2CCN(C)CC2)cc1OC,-0.7,-6,0,5,-0.6,19,6,-3,1,9
Cc1ccc(-c2nn(C)c(=O)c3ccccc23)cc1CNC(=O)c1ccccc1,3.5,-5,0,30,-0.6,1,2,-6,-7,6
Cc1nc(-c2noc(-c3cccc(Cl)c3)n2)c(C(F)(F)F)o1,0.6,9,-2,-6,-0.3,-2,3,-6,4,2
Cc1ccc(S(=O)(=O)N(C)C)cc1NC(=O)COC(=O)Cc1ccsc1,-0.1,-7,.,13,-1.4,1,.,-2,-7,2
O=C(COc1ccc(C(=O)NCC2CCCO2)cc1)Nc1cccc(C(F)(F)F)c1 (stereo unspecified),3.9,4,.,-9,-0.4,-7,.,-7,-10,4

# Limited to Y pestis TopoI and CCHF vOTU inh (3 entries from above):
Structure | Y pestis TopoI | CCHF vOTU inh
COc1ccccc1CN(C)C(=O)CN1C(=O)c2ccccc2C1=O | 6 | 9
CN(C)C(=S)Nc1ccc([N+](=O)[O-])cc1 | -4 | 6
Cc1cccc(C(=O)NN2S(=O)(=O)c3ccccc3S2(=O)=O)c1 | -10 | 11

# Next part.
SMILES,TcdB inh,PrPC surface inh,3CLpro inhibitor,Y pestis TopoI,Vc quorum ag,CCHF vOTU inh,VHR inh abs,PriA SSB inh,Rv3671c protease,MazEF act
CCCN1CCc2cccc3c2[C@H]1Cc1ccc(O)c(O)c1-3,.,.,.,-12,-0.3,.,.,4,-11,2
O=C(NC1CC1)c1ccc(CN(c2ccccc2)S(=O)(=O)c2ccccc2)cc1,-0.3,-7,-2,-3,-1.0,-17,28,-12,0,2
Fc1cccc(/C=N/Nc2cc(N3CCOCC3)ncn2)c1,2.2,-12,-2,11,0.9,10,0,.,5,1
COc1ccc(CN2CC(C(=O)NCc3ccccn3)CC2=O)cc1 (stereo unspecified),.,-8,2,-5,-0.2,-5,6,-3,7,-3
Cc1cc(C)cc(OCC(=O)OCC(=O)NCc2ccco2)c1,.,0,2,-6,i,0,17,-6,7,3
Cc1noc2ncnc(Sc3c(Cl)cccc3Cl)c12,.,-1,-3,7,-0.4,11,33,-19,2,2
CCOC(=O)c1ccc(NC(=O)CC2C(=O)N(c3ccc(F)cc3)C(=O)N2CCCOC)cc1 (stereo unspecified),.,1,1,1,-0.6,-3,14,-14,2,0
CCCn1nnnc1NC(=O)c1ccc2ccccc2c1,1.5,2,-3,3,-3.6,4,-11,2,-3,-1
COC(=O)c1ccc2c(c1)N(C)C(=O)CS2,.,-2,-1,-5,-0.5,-5,12,-7,4,-5
CCOc1ccc2[nH]c(=O)c(CN(Cc3cccs3)Cc3nnnn3C(C)(C)CC)cc2c1,1.2,0,-2,34,-1.8,-8,2,-2,-17,0
CCc1c(C)nc(SCc2ccccn2)[nH]c1=O,-0.4,0,-1,-9,-0.1,-3,22,-14,-8,-1
CC1(C)CC(O)C(C)(C)N1O (stereo unspecified),.,3,-2,16,i,6,5,0,5,-5
COc1ccc(NC(=O)C2CCC(N3C(=O)C4C5C=CC(C5)C4C3=O)CC2)cc1 (stereo unspecified),.,3,-1,-4,0.0,10,31,-12,-1,-1
COC(=O)/C=C1/S/C(=N/NC(=O)c2ccc(OC)cc2)NC1=O,-2.7,-7,5,-2,-0.3,1,5,.,-2,-1
O=C(Nc1ccc(Nc2ccccc2)cc1)c1c(F)c(F)c(F)c(F)c1F,-3.2,4,10,-1,i,9,10,-7,12,7
CN(Cc1ccc(Cl)cc1Cl)C(=O)Cc1ccc(S(=O)(=O)N2CCOCC2)s1,-1.5,6,.,32,i,-4,.,.,.,-1
N#C/C(=C/c1ccc(N2CCCCC2)o1)C(=O)Nc1ccc(Cl)cc1,.,5,-8,8,i,6,-22,-8,4,-323
CC(=O)NNC(=O)c1csc(Cc2c(Cl)sc3ccc(Cl)cc23)n1,0.1,5,5,27,-0.8,4,1,-11,2,20
COc1ccc(C(C#N)N2N=C(c3ccccc3)CC2c2ccccc2)cc1OC (stereo unspecified),.,5,2,18,-0.3,-1,-11,-9,1,-10
Cc1[nH]c(=O)[nH]c(=O)c1S(=O)(=O)NCCc1ccc(S(N)(=O)=O)cc1,.,-8,1,-3,-0.8,5,12,-23,-1,3
O=C(Nc1ccc(CSc2ccccc2)cc1)c1ccc(CN2CCOCC2)cc1,.,21,0,36,-0.3,3,-7,-5,-9,7
CCCC(C1=C(O)CC(C)(C)CC1=O)C1C(=O)CC(C)(C)CC1=O (stereo unspecified),.,-1,4,1,-0.9,13,13,-4,-3,-4
COc1cc(OC)c(/C=N/NC(=O)c2ccncc2)c(OC)c1,-0.8,7,2,-1,0.0,4,18,.,0,7
CCSc1nnc(NC(=O)c2cccc(S(=O)(=O)N(C)c3ccccc3)c2)s1,.,7,-1,-4,5.4,-10,-3,-17,-14,0

# Compound profiles, as listed above. Order of values: TcdB inh	PrPC surface inh	3CLpro inhibitor	Y pestis TopoI	Vc quorum ag	CCHF vOTU inh	VHR inh abs	PriA SSB inh	Rv3671c protease	MazEF act
# COc1ccc(C(C#N)N2N=C(c3ccccc3)CC2c2ccccc2)cc1OC (stereo unspecified) is listed with .	5	2	18	-0.3	-1	-11	-9	1	-10
# C/C(N)=C(/C#N)C(=O)COC(=O)C1CCC(C(C)(C)C)CC1 (stereo unspecified) is listed with .	1	9	27	-1.5	17	18	-9	-5	0

# The main list resumes with the 2 entries that preceded the break.
SMILES,TcdB inh,PrPC surface inh,3CLpro inhibitor,Y pestis TopoI,Vc quorum ag,CCHF vOTU inh,VHR inh abs,PriA SSB inh,Rv3671c protease,MazEF act
COc1cc(OC)c(/C=N/NC(=O)c2ccncc2)c(OC)c1,-0.8,7,2,-1,0.0,4,18,.,0,7
CCSc1nnc(NC(=O)c2cccc(S(=O)(=O)N(C)c3ccccc3)c2)s1,.,7,-1,-4,5.4,-10,-3,-17,-14,0
CCOC(=O)C1=CNS(=O)(=O)NC1c1ccc(C(=O)OC)cc1 (stereo unspecified),1.5,-3,.,7,3.1,-5,.,-21,.,0
COC(=O)C1=CN(c2cc(C)cc(C)c2)C=C(C(=O)OC)C1c1ccc(OC)c(O)c1,-1.3,7,2,11,-0.6,12,-35,-6,-6,-13
O=C(c1ccc(F)cc1)N1CCN(c2ccc([N+](=O)[O-])c(N3CCCCC3)c2)CC1,.,-11,2,-6,i,3,12,30,3,4
COc1ccc(N2C(=O)CSC2c2ccc3c(c2)OCO3)c(OC)c1 (stereo unspecified),.,-6,-4,16,-3.2,-9,1,-10,8,4
Cc1ccc(N2C(=O)CC(C)CC2=O)cc1,1.2,2,-3,5,i,-9,7,-6,2,6
CC(C)(C)c1ccc(-c2n[nH]c(=S)n2Cc2ccccc2)cc1,0.9,8,6,14,-0.2,15,36,-6,-6,0
NCCc1c(Cc2ccccc2)[nH]c2ccccc12,1.0,-9,.,-12,-0.6,-8,.,27,3,-1

# Screening results as filed in PubChem BioAssay.
